EPAC2 antag: qHTS for Antagonist of cAMP-regulated guanine nucleotide exchange factor 2 (EPAC2): primary screen; Potency, µM (series often up to 114 µM), without a hit: at the top dose activity, negative = inhibition, most hits filed as inhibitors; 0.18% of 360,000 active; EPAC2 GEF exchange of Rap1B-BODIPY-GDP, fluorescence; AID 720708, 2013; Rap guanine nucleotide exchange factor 4 (Homo sapiens), Q8WZA2; further: on the % scale 0 is the no-effect control and ±100 the full control effect; nearly all actives have a fitted effect of over 45% in size; many of its hits are not listed in these tables
EPAC2 ag: qHTS for Agonist of cAMP-regulated guanine nucleotide exchange factor 4 (EPAC2): primary screen; EPAC2 activation, biochemical qHTS; response scale: 100% = 6.5 mM cAMP response; Potency, µM (series often up to 154 µM), for inactives: top-dose activation, hits mostly activators; 0.079% of 360,000 active; Rap guanine nucleotide exchange factor 4 (Homo sapiens), Q8WZA2; AID 720711, 2013; further: nearly all actives have a fitted effect of over 50% in size
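qHTS, titration series. 100 nM EPAC2 / 250 nM Rap1B-BODIPY-GDP / 50 uM GDP; RT; ex 480/em 540 nm, 5-min reads to 30 min. Norm. to 6.5 mM cAMP = activation.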
TDP-43 yeast inh: qHTS of TDP-43 Inhibitors | TDP-43 expressing yeast growth rescue, BacTiter-Glo, 24 h | Potency, µM (highest dose often 46.1 µM), inactives show at the top dose growth rescue (activation), actives largely listed as activators | 1.8% of 410,000 active; further: % of control where 0% means no effect; nearly all actives have a fitted effect of over 50% in size
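Yeast expressing TDP-43 (pregrown in raffinose, seeded at OD600=0.02 in galactose medium) exposed to compounds 24 hr at 30 deg C. Growth read by BacTiter-Glo luminescence; rescue of toxicity appears as increased signal.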
FUS yeast rescue: qHTS for Suppressors of FUS Proteinopathy: Primary screen using FUS-linked yeast assay; Potency, µM (top dose mostly 76.6 µM), for the others: at the highest dose growth rescue (activation), hits mostly activators; 0.24% of 390,000 active; AID 1347120, 2019; S. cerevisiae FUS-expressing, growth rescue, OD600, 24 h;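 further: plate controls were DMSO vehicle for no effect and reference control for full effect; nearly all actives have a fitted effect of over 55% in size; some results filed as inactive show a strong effect at the top dose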
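Compound concentration series was pinned onto galactose-induced FUS-expressing yeast seeded at OD 0.005. Plates sat 24hr at 30C; absorbance at 600 nm gave growth. DMSO served as background control.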
PTHR1 agonist: qHTS for PTHR1 Agonists: Primary Screen. Parathyroid hormone/parathyroid hormone-related peptide receptor (Homo sapiens), Q03431. HEK293 GP2 PTHR1 cells, GloSensor cAMP luminescence, 1 h. Potency, µM (doses to about 115 µM), without a hit: at the top dose activation, usual class: activators. 0.075% of 410,000 active; further: nearly all actives have a fitted effect of over 55% in size; some results filed as inactive show a strong effect at the top dose; inactives centre near -15; many of its hits are not listed in these tables
Target sequence (Q03431 whole entry, looked up): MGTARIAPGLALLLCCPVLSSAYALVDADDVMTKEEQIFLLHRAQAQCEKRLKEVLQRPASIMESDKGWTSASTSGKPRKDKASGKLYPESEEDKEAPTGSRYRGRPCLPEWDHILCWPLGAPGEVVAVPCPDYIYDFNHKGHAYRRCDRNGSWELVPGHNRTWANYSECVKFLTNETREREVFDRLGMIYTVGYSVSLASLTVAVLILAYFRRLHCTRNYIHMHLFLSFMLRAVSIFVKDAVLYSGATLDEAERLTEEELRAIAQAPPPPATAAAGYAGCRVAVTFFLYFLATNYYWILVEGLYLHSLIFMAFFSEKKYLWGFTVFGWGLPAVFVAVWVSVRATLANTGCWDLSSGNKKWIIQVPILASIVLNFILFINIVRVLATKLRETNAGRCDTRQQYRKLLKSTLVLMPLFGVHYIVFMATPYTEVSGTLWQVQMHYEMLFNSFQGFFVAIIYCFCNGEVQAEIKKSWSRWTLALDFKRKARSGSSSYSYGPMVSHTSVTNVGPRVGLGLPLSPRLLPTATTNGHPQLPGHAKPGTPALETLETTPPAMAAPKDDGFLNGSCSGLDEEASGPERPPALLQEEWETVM
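HEK-293-derived GP2 cells expressing PTHR1 and a GloSensor cAMP reporter, 3,000/well, plated overnight, given luciferin plus IBMX (each 0.5 mM as added) for 1 h at 37 °C, then compound for 1 h at 37 °C. Luminescence was read after 15 min at room temperature.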
EPAC1 antag: qHTS for Antagonist of cAMP-regulated guanine nucleotide exchange factor 3 (EPAC1): primary screen; AID 720709, 2013; 0.14% of 360,000 active; EPAC1 GEF assay, Rap1b-BODIPY-GDP exchange fluorescence; Potency, µM (series often up to 115 µM), without a hit: top-dose activity change, negative = inhibition, usual class: inhibitors;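 further: plate controls were vehicle for no effect and positive control for full effect; nearly all actives have a fitted effect of over 50% in size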
aSyn rescue: qHTS of alpha-syn Inhibitors. Yeast expressing alpha-synuclein, growth rescue, BacTiter-Glo, 24 h. Potency, µM (series often up to 46.1 µM), for the others: at the top dose growth rescue (activation), actives largely listed as activators. 0.14% of 370,000 active. AID 652106, 2013; further: % of control where 0% means no effect; nearly all actives have a fitted effect of over 65% in size
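Galactose-induced alpha-syn yeast (OD600=0.02, raffinose-pregrown) + pinned cpd, 24 hr, 30 deg C; growth by BacTiter-Glo luminescence. Growth restoration scores as activation.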
EPAC1 agonist: qHTS for Agonist of cAMP-regulated guanine nucleotide exchange factor 3 (EPAC1): primary screen | Rap guanine nucleotide exchange factor 3 (Homo sapiens), O95398 | EPAC1 agonist qHTS, biochemical assay; response scale: 100% = response to 6.5 mM cAMP | Potency, µM (highest dose often 154 µM), for the others: at the top dose activation, usual class: activators | 0.073% of 360,000 active | AID 720707, 2013; further: nearly all actives have a fitted effect of over 60% in size
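Fluorescent GDP-exchange assay: 100 nM EPAC1 with 250 nM Rap1B preloaded with BODIPY-GDP and 50 uM GDP; compounds tested as concentration series, 5 min at room temperature, then read every 5 min for 30 min (ex 480/em 540 nm); normalized to 6.5 mM cAMP.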
The depositor's hits bear a star; i = inactive; ? = inconclusive; / = no result given; & = joins results of further samples; [ ] = another dose, or the depositor's remark. The call rests on the fitted dose curve; in most records, active means well fitted curve in the direction sought with a large enough effect; inconclusive means small, poorly fitted or top-dose-only effect, or another doubt; inactive means no such curve, though single readings can be large; an effect the other way counts as inactive or inconclusive. Potency means the concentration at half of the fitted maximal effect. A portion of the library; the hit share may differ from the screen's.

SMILES	EPAC2 antag	EPAC2 ag	TDP-43 yeast inh	FUS yeast rescue	PTHR1 agonist	EPAC1 antag	aSyn rescue	EPAC1 agonist
Cc1cc(NC(=O)COc2ccc(C(C)(C)C)cc2)no1	-22%	0%	8%	-8%	i	-21%	-6%	5%
Cc1c(C(=O)N(C)Cc2cccc(F)c2)oc2c(Cl)cccc12	-27%	8%	-7%	29%	-29%	-11%	2%	5%
COc1ccc2cc(CNc3ccccc3)c(=O)n(CC(=O)Nc3ccc(C(C)=O)cc3)c2c1	/	/	5%	?	-45%[inhibitor]	/	-4%	/
O=C(COC(=O)c1c(F)cccc1F)Nc1ccc2[nH]c(=O)[nH]c2c1	31%[activator]	-2%	-28%	29%	i	?	-6%	-1%
CN(C)C(=O)CSc1nc2ccc(C(=O)c3ccccc3)cc2[nH]1	-10%	-4%	17%	10%	-25%	-7%	1%	-3%
CC(OC(=O)c1cccc(Cl)c1)C(=O)NC1CCCCC1C (centres undefined)	2%	-3%	-6%	0%	-10%	-27%	-1%	-10%
CC1=C(C(=O)Nc2ccc(Cl)cc2)C(c2cccs2)n2nnnc2N1 (centres undefined)	8%	-8%	18%	12%	i	7%	-7%	4%
COC(=O)c1cc(S(=O)(=O)N2CCN(c3cccc(C)c3)C(C)C2)c[nH]1 (centres undefined)	7%	-12%	-2%&4%	19%&6%	-4%	22%	7%	-15%
Cc1ccc(C)c(C(=O)CSc2nc3ccccc3c(=O)[nH]2)c1	0%	4%	14%	-3%	-50%[inhibitor]	-11%	-4%	-1%
COc1ccc(C2SCCN2S(=O)(=O)c2ccc(NC(C)=O)cc2)cc1 (centres undefined)	1%	11%	4%	-2%	-17%[57.5 µM]	-4%	6%	7%
CCc1ccc(NC(=S)Nc2cccc(OC)c2)cc1	-13%	18%	?	?	-7%[57.5 µM]	?	-6%	13%
CCOC(=O)c1ccc(C(=O)NNC(=O)C2CC=CCC2)cc1 (centres undefined)	2%	-2%	1%	-2%	i	-7%	0%	-7%
CCCC(C(=O)NCc1ccco1)N(Cc1ccco1)C(=O)CNS(=O)(=O)c1ccccc1 (centres undefined)	3%	4%	-2%	-9%	i	-14%	3%	-7%
CCOc1ccc(C(=O)NCc2ccc3c(c2)OCO3)cc1	3%	-14%	-15%[1.82 µM]	9%	-20%	-1%	2%	5%
O=C(CCS(=O)(=O)Cc1ccccc1)N1CCN(c2ccccc2)CC1	4%	-4%	-11%	20%	i	16%	0%	7%

At a glance, some entries already given.
SMILES	EPAC2 antag	EPAC2 ag	TDP-43 yeast inh	FUS yeast rescue	PTHR1 agonist	EPAC1 antag	aSyn rescue	EPAC1 agonist
COC(=O)c1cc(S(=O)(=O)N2CCN(c3cccc(C)c3)C(C)C2)c[nH]1 (centres undefined)	7%	-12%	-2%&4%	19%&6%	-4%	22%	7%	-15%
Cc1ccc(C)c(C(=O)CSc2nc3ccccc3c(=O)[nH]2)c1	0%	4%	14%	-3%	-50%[inhibitor]	-11%	-4%	-1%

Other records.
SMILES	EPAC2 antag	EPAC2 ag	TDP-43 yeast inh	FUS yeast rescue	PTHR1 agonist	EPAC1 antag	aSyn rescue	EPAC1 agonist
O=[N+]([O-])c1ccc(COc2ccc(Br)cc2CN2CCOCC2)cc1	-5%	20%	0%	-22%	-3%	1%	4%	17%
Cc1ccc(-c2cc(C(=O)NN=C3CCCC3)c3ccccc3n2)cc1	16%	10%	-8%	31%	-3%[57.5 µM]	10%	-7%	1%
CCn1ccnc1CN(C)C(=O)CC1C(=O)NCCN1Cc1c(F)cccc1Cl (centres undefined)	14%	5%	-14%[0.397 µM]	13%	i	-2%	-3%	-5%
COc1ccc(-c2cnc(N)nc2-c2ccc(OC)cc2O)cc1	-2%	-4%	11%	15%	i	-5%	15%	12%
O=C1c2ccsc2SCCN1Cc1ccc(Cl)cc1	5%	16%	22µM*	-1%	-17%[57.5 µM]	6%	17%	2%
CC(C)[C@H](NC(=O)c1ccccc1)C(=O)OCC(=O)N1CC(=O)Nc2ccccc21	5%	12%	17%	/	i	-12%	-4%	-2%
O=C(NCc1ccc(F)cc1)c1c2c(nc3ccccc13)CCN(Cc1ccccc1)C2	4%	10%	12%	7%	i	5%	-2%	8%
Cc1ccc(NC(=O)C2=CCN(S(=O)(=O)c3ccc(F)cc3)CC2)c(C)c1	-11%	2%	24%	-11%	-12%	-23%	-8%	1%
Cc1ccc(NC(=O)[C@@]2(CC(=O)O)CC(/C=C/c3ccccc3)=NO2)c(C)c1	-2%	-7%	-3%	13%	-7%	2%	?	-2%
COc1ccc(-c2sc3cc(OC)ccc3c2-c2ccc(OCCN3CCCCC3)cc2)cc1	1%	8%	-14%	?	26%	-10%	-53%[inhibitor]	-7%

Entries shown so far that contain a Cl atom, in the order listed:
SMILES	EPAC2 antag	EPAC2 ag	TDP-43 yeast inh	FUS yeast rescue	PTHR1 agonist	EPAC1 antag	aSyn rescue	EPAC1 agonist
Cc1c(C(=O)N(C)Cc2cccc(F)c2)oc2c(Cl)cccc12	-27%	8%	-7%	29%	-29%	-11%	2%	5%
CC(OC(=O)c1cccc(Cl)c1)C(=O)NC1CCCCC1C (centres undefined)	2%	-3%	-6%	0%	-10%	-27%	-1%	-10%
CC1=C(C(=O)Nc2ccc(Cl)cc2)C(c2cccs2)n2nnnc2N1 (centres undefined)	8%	-8%	18%	12%	i	7%	-7%	4%
CCn1ccnc1CN(C)C(=O)CC1C(=O)NCCN1Cc1c(F)cccc1Cl (centres undefined)	14%	5%	-14%[0.397 µM]	13%	i	-2%	-3%	-5%
O=C1c2ccsc2SCCN1Cc1ccc(Cl)cc1	5%	16%	22µM*	-1%	-17%[57.5 µM]	6%	17%	2%
